Compound activity from PubChem.
Hsp70 displacement: Hsp70 inhibitors, probe displacement, primary screen, biochemical, fluorescence polarization (AID 583); Heat shock 70 kDa protein 1A (Homo sapiens); Hsp70 fluorescence polarization probe displacement, mP; higher % means a stronger effect; one-dose displacement, % at 20 µM; IC50 in µM for titrated hits; actives 0.06% (n = 140,000); in the data active = displacement above about 50%;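 note: plate controls were vehicle for no effect and reference ligand for full effect; a part of the inactive calls stands beside numbers as strong as those of hits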
Rat MKP-3 inhibitors: MKP-3 phosphatase inhibitors, primary screen, biochemical, rat enzyme, in vitro (AID 425). Dual specificity protein phosphatase 6 (Rattus norvegicus). recombinant MKP-3 phosphatase activity, fluorescence; higher % means a stronger effect. inhibition, % at 20 µM; hits with a dose series show IC50 in µM. actives 0.17% (n = 110,000); in the data active = inhibition above about 50%;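 note: plate controls were vehicle for no effect and reference inhibitor for full effect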
* hit, by the source's call.

Screening O=C1C2ON(c3ccccc3)C(c3ccco3)C2C(=O)N1c1ccc(N2CCOCC2)cc1 (stereo not drawn) returned Hsp70 displacement -1.6% and Rat MKP-3 inhibitors 0%.
O=C(Cn1nnc(-c2cccs2)n1)NCCc1ccccc1 was read as Hsp70 displacement -2.2%.
For CS(=O)(=O)N(Cc1ccc(C(=O)Nc2ccc(F)cc2)cc1)c1ccccc1 the results were Hsp70 displacement -6.6% and Rat MKP-3 inhibitors 4%.
Screening CCn1c(SCC(=O)c2[nH]c(C)c(C(C)=O)c2C)nnc1-c1ccccc1 returned Hsp70 displacement -1.1%.
Screening CC1=CC(=C2C(=O)c3ccccc3C2=O)C=C(C)O1 returned Hsp70 displacement 4.8% and Rat MKP-3 inhibitors 9%.
For Cc1nc2sc(C(c3cccc(F)c3)N3CCC(O)CC3)c(O)n2n1 (stereo not drawn) the results were Hsp70 displacement 2.3% and Rat MKP-3 inhibitors 7%.
`COc1ccc(OC)c(N(CC(=O)Nc2cccc(Cl)c2)S(C)(=O)=O)c1` gave Hsp70 displacement 6.6% and Rat MKP-3 inhibitors 2%.
CCOc1ccccc1NC(=O)Cn1cnc2c(cnn2-c2ccc(C)c(C)c2)c1=O was read as Hsp70 displacement 2.7% and Rat MKP-3 inhibitors -5%.
`Cc1ccc(OCCNC(C)(C)C)c(Cl)c1` gave Hsp70 displacement 3.7% and Rat MKP-3 inhibitors 4%.
CC(CCc1ccccc1)NC(=O)C(Cc1ccccc1)NS(=O)(=O)c1cccs1 (stereo not drawn) was read as Hsp70 displacement -4.2%.
For Cc1cc(C)n2nc(SCc3cc(=O)n4ccccc4n3)nc2n1 the results were Hsp70 displacement 1.2% and Rat MKP-3 inhibitors -1%.
O=P(COCCO)(c1ccccc1)c1ccccc1 was read as Hsp70 displacement -0.3% and Rat MKP-3 inhibitors -10%.
For COC(=O)C1(S(=O)(=O)c2ccc(Cl)cc2)CCOCC1 the results were Hsp70 displacement 1.3% and Rat MKP-3 inhibitors 0%.
For Cc1nc2c(sc3nc(C)c(C)c(C)c32)c(=O)o1 the results were Hsp70 displacement 3.0% and Rat MKP-3 inhibitors 11%.
For COc1ccc(/C=N/NC(=O)CSCC(=O)Nc2ccccc2)cc1OC the results were Hsp70 displacement 4.6% and Rat MKP-3 inhibitors 0%.
`Cc1cc(NS(=O)(=O)c2ccc(N)cc2)no1` gave Hsp70 displacement -0.6% and Rat MKP-3 inhibitors 5%.
Cc1ccc(C)n1C1CCS(=O)(=O)C1 (stereo not drawn) was read as Hsp70 displacement 3.4% and Rat MKP-3 inhibitors -6%.
CC(C)(C)NC(=O)CN(Cc1cccs1)C(=O)CNS(=O)(=O)c1ccccc1 was read as Hsp70 displacement 4.9%.
COc1cccc(CNC(=O)Cn2cc3c(n2)CCCCC3)c1 was read as Hsp70 displacement -3.2% and Rat MKP-3 inhibitors -2%.
Screening COc1cc(NS(=O)(=O)c2ccc3ccccc3c2)cc(OC)c1 returned Hsp70 displacement 1.8% and Rat MKP-3 inhibitors 5%.
For O=C(CSc1nc2c(c(=O)n1-c1ccc(F)cc1)SCC2)N1CCCC1 the results were Hsp70 displacement 1.5% and Rat MKP-3 inhibitors 0%.
For COc1ccc(-c2ccc(OC)cc2)cc1 the results were Hsp70 displacement -2.1%.
For O=C(c1nsc(Cl)c1Cl)N1CCCCC1 the results were Hsp70 displacement 1.8% and Rat MKP-3 inhibitors -5%.
`CC1(C)CC(=O)C2=C(C1)c1c(ccc3ccccc13)NC2c1ccc(N2CCOCC2)cc1` (stereo not drawn) gave Hsp70 displacement -7.1% and Rat MKP-3 inhibitors 0%.
Screening Cc1ccc(Cl)cc1NC(=O)c1cncc(Br)c1 returned Hsp70 displacement 0.4% and Rat MKP-3 inhibitors -2%.
Cc1noc(C)c1C(=O)OCC(=O)NCCc1ccc(Cl)cc1 was read as Hsp70 displacement -1.9% and Rat MKP-3 inhibitors -10%.
`C=CCOc1ccc(/C=C2\C(=O)NC(=O)N(c3ccc(C)cc3)C2=O)cc1` gave Hsp70 displacement -1.1% and Rat MKP-3 inhibitors 5%.
For CN1CCN(C(=O)CCCOc2ccc(Cl)cc2Cl)CC1 the results were Hsp70 displacement 5.3% and Rat MKP-3 inhibitors -10%.
Cc1ccc(NC(=O)CSc2ccccn2)cc1 was read as Hsp70 displacement 2.9% and Rat MKP-3 inhibitors 1%.
Screening CC(C)c1ccc(N2C(=O)NC(=O)/C(=C/c3ccc(Br)o3)C2=O)cc1 returned Hsp70 displacement 0.2% and Rat MKP-3 inhibitors 59%*.
For O=C(NCCc1ccccc1)C(=O)N/N=C/c1ccccc1C(F)(F)F the results were Hsp70 displacement -11%.
COc1ccc(C(=O)CN2C(=O)NC3(CCCc4ccccc43)C2=O)cc1OC (stereo not drawn) was read as Hsp70 displacement -4.0% and Rat MKP-3 inhibitors 0%.
For Cc1ccccc1NS(=O)(=O)c1cc(C(=O)N2CCCC2)ccc1C the results were Hsp70 displacement 2.9% and Rat MKP-3 inhibitors -6%.
`CCOC(=O)CN1C(=O)S/C(=C/c2cc(C)n(-c3ccccn3)c2C)C1=O` gave Hsp70 displacement 3.4%.
For Cc1nnc(C)n1/N=C/c1cccc(Oc2ccccc2)c1 the results were Hsp70 displacement 7.7% and Rat MKP-3 inhibitors 9%.
`COc1ccc(/C(O)=C2/C(=O)C(=O)N(CCCN(C)C)C2c2ccc(Cl)cc2)cc1OC` (stereo not drawn) gave Hsp70 displacement -3.2% and Rat MKP-3 inhibitors -1%.
For Cc1cccc(C)c1OCC(=O)Nc1ccccc1O the results were Hsp70 displacement -0.8% and Rat MKP-3 inhibitors 1%.
Screening Cc1ccc(NC(=O)COc2ccc(S(=O)(=O)N3CCOCC3)cc2)cc1 returned Hsp70 displacement -3.9%.
Screening CCOc1cccc(-c2nnc3sc(-c4cccs4)nn23)c1 returned Hsp70 displacement -0.6% and Rat MKP-3 inhibitors -1%.
For N=c1ccn(Cc2ccc(Cl)cc2)cc1 the results were Hsp70 displacement -1.9% and Rat MKP-3 inhibitors -7%.
CC(C)(C)C1CCC(OC(=O)CN2CCOCC2)CC1 (stereo not drawn) was read as Hsp70 displacement -1.0%.
`CC(C)CCn1nnnc1C(c1ccc(N(C)C)cc1)N1CCN(C(=O)c2ccco2)CC1` (stereo not drawn) gave Hsp70 displacement 0.8% and Rat MKP-3 inhibitors -2%.
COc1ccc(Cl)cc1NC(=O)CSc1nnc(COc2ccccc2)n1N was read as Rat MKP-3 inhibitors -5%.
`C(=Nc1ccc(N=Cc2ccccn2)cc1)c1ccccn1` gave Hsp70 displacement 4.6% and Rat MKP-3 inhibitors -1%.
`O=C(Nc1ccccc1C(=O)Nc1ccc(Cl)cc1)c1ccc([N+](=O)[O-])cc1` gave Hsp70 displacement -3.3% and Rat MKP-3 inhibitors -4%.
COc1cc(/C=C/C(=O)c2ccc(Cl)cc2)cc(OC)c1OC was read as Hsp70 displacement -5.8% and Rat MKP-3 inhibitors 8%.
Screening CCOC(=O)N1CCN(C(=O)c2ccc3c(=O)n(-c4ccc(OC)cc4OC)c(=S)[nH]c3c2)CC1 returned Hsp70 displacement 0.3% and Rat MKP-3 inhibitors -4%.
Screening CCOC(=O)C(=CNc1cccc(C(=O)O)c1)C(=O)OCC returned Hsp70 displacement 1.2% and Rat MKP-3 inhibitors 3%.
Screening Cc1ccc(C(=O)C2CCN(CC(=O)Nc3ccc4c(c3)OCCO4)CC2)cc1 returned Hsp70 displacement -0.3% and Rat MKP-3 inhibitors -8%.
CNC(=O)C1CCCN1S(=O)(=O)c1ccc(OC)cc1 (stereo not drawn) was read as Hsp70 displacement 1.4% and Rat MKP-3 inhibitors -13%.
For CC1(C)OC(=O)C2(Cc3ccccc3N3CCCCC32)C(=O)O1 (stereo not drawn) the results were Hsp70 displacement 12% and Rat MKP-3 inhibitors -4%.
Screening CCCCOC(=O)Nc1ccccc1C(=O)OC returned Hsp70 displacement 2.8%.
Screening COc1ccc(CNC(C)(C)C)cc1Cl returned Hsp70 displacement 3.9%.
`Cc1cc(C(F)(F)F)c(C#N)c(=O)[nH]1` gave Hsp70 displacement -3.6%.
`CCCOc1ccccc1N1C(=O)CC(N2CCOCC2)C1=O` (stereo not drawn) gave Hsp70 displacement 4.7% and Rat MKP-3 inhibitors -14%.
Screening CC(CCO)Nc1nc2c(c(=O)n(C)c(=O)n2C)n1Cc1cccc(Br)c1 (stereo not drawn) returned Hsp70 displacement 28% and Rat MKP-3 inhibitors -14%.
For Cc1ccc(-c2nnn(CC(=O)N(c3ccccc3)C(C(=O)NC(C)(C)C)c3cccs3)n2)o1 (stereo not drawn) the results were Hsp70 displacement 0.1%.
Cc1ccc(C)c(N=C2CCCN2Cc2ccccc2)c1C#N was read as Hsp70 displacement -6.5%.
`CCOC(=O)c1ccc(Nc2ccc(-c3ccc(OC)c(OC)c3)nn2)cc1` gave Hsp70 displacement 14% and Rat MKP-3 inhibitors 2%.
For COc1cccc(-c2nnc(-c3ccc(C(F)(F)F)cc3)o2)c1 the results were Hsp70 displacement -0.4%.

Brought forward from above: five compounds, then new ones.
Screening CC(CCO)Nc1nc2c(c(=O)n(C)c(=O)n2C)n1Cc1cccc(Br)c1 (stereo not drawn) returned Hsp70 displacement 28% and Rat MKP-3 inhibitors -14%.
For Cc1ccc(-c2nnn(CC(=O)N(c3ccccc3)C(C(=O)NC(C)(C)C)c3cccs3)n2)o1 (stereo not drawn) the results were Hsp70 displacement 0.1%.
Cc1ccc(C)c(N=C2CCCN2Cc2ccccc2)c1C#N was read as Hsp70 displacement -6.5%.
`CCOC(=O)c1ccc(Nc2ccc(-c3ccc(OC)c(OC)c3)nn2)cc1` gave Hsp70 displacement 14% and Rat MKP-3 inhibitors 2%.
For COc1cccc(-c2nnc(-c3ccc(C(F)(F)F)cc3)o2)c1 the results were Hsp70 displacement -0.4%.
Screening O=C(CC1(c2ccccc2)C(=O)c2ccccc2C1=O)NC1CCCCC1 returned Hsp70 displacement -1.7% and Rat MKP-3 inhibitors -2%.
Cc1nc(SCC(=O)Nc2cc(C)on2)c2c3c(sc2n1)CCCC3 was read as Hsp70 displacement -0.6% and Rat MKP-3 inhibitors -4%.
Screening Cc1cc(Cl)ccc1OCCCC(=O)Nc1cccnc1 returned Hsp70 displacement -6.3% and Rat MKP-3 inhibitors -6%.
`CCOc1ccc(Nc2nc(Cc3nnc(SCC(=O)NCc4ccco4)n3CC)cs2)cc1` gave Hsp70 displacement -1.0% and Rat MKP-3 inhibitors -5%.
`COC(=O)COc1ccc(C=C2C(=O)NC(=S)NC2=O)cc1OC` gave Hsp70 displacement -0.9% and Rat MKP-3 inhibitors 2%.
Screening CCOC(=O)CC1(C)NN=C(c2ccccc2)S1 (stereo not drawn) returned Hsp70 displacement 1.0% and Rat MKP-3 inhibitors 0%.
CC(NC(=O)OC(C)(C)C)C(=O)Oc1ccc2ccc(=O)oc2c1 (stereo not drawn) was read as Hsp70 displacement -0.9% and Rat MKP-3 inhibitors 4%.
Screening COc1ccc(-c2noc(Cc3ccc(Cl)cc3)n2)cc1OC returned Hsp70 displacement -5.2% and Rat MKP-3 inhibitors 2%.
Cc1ccc(NC(=O)CCOc2ccccc2)c(C)c1 was read as Hsp70 displacement -6.9% and Rat MKP-3 inhibitors 2%.
For CN(C)S(=O)(=O)c1ccc(S(=O)(=O)N(Cc2ccco2)Cc2ccccc2Cl)cc1 the results were Hsp70 displacement 1.3% and Rat MKP-3 inhibitors 12%.
`O=C(c1cccc(F)c1)N1CCN(c2cccc(Cl)c2)CC1` gave Hsp70 displacement 3.1% and Rat MKP-3 inhibitors -3%.
For C=C(C)Cn1c(-c2ccc(OC)c(OC)c2)n[nH]c1=S the results were Hsp70 displacement 2.6% and Rat MKP-3 inhibitors 0%.
CCOC(=O)c1cccc(NC(=O)C(NS(=O)(=O)c2ccc3c(c2)CCN3C(C)=O)C(C)C)c1 (stereo not drawn) was read as Hsp70 displacement -3.2% and Rat MKP-3 inhibitors -2%.
For O=C(CCN1C(=O)COc2ccccc21)NCc1cccnc1 the results were Hsp70 displacement -3.6% and Rat MKP-3 inhibitors 10%.
O=C(Nc1ccc(Cl)cc1C(=O)NCCN1CCOCC1)c1ccco1 was read as Hsp70 displacement 1.3% and Rat MKP-3 inhibitors -12%.
`O=C1CC(c2ccco2)c2ccc3ccccc3c2N1` (stereo not drawn) gave Hsp70 displacement 1.4% and Rat MKP-3 inhibitors -5%.

Compounds above that contain bromine (three):
Screening Cc1ccc(Cl)cc1NC(=O)c1cncc(Br)c1 returned Hsp70 displacement 0.4% and Rat MKP-3 inhibitors -2%.
Screening CC(C)c1ccc(N2C(=O)NC(=O)/C(=C/c3ccc(Br)o3)C2=O)cc1 returned Hsp70 displacement 0.2% and Rat MKP-3 inhibitors 59%*.
Screening CC(CCO)Nc1nc2c(c(=O)n(C)c(=O)n2C)n1Cc1cccc(Br)c1 (stereo not drawn) returned Hsp70 displacement 28% and Rat MKP-3 inhibitors -14%.

The list is partial, so the mix of outcomes need not match the whole.
